TTR transcr act: TTR transcription activators in neuroblastoma reporter cells, primary screen, cell-based, luminescence, SH-SY5Y, TTR promoter Gaussia luciferase; 100% = recombinant luciferase protein wells; activation, % at 16.7 µM; AID 1117267, 2014; hit rate 1.3% among 92,000;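 active means activation above the mean of all tested compounds plus 3 SD, cut at about 9.5% in these data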;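 further: cells exposed to compounds for one day before reading; 0% = median of all test compound wells on the plate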
An asterisk follows results filed as active. This is a subset; rates above refer to the full screens.

| Compound | TTR transcr act |
| --- | --- |
| Cc1nc2sc(C)c(C)c2c(=O)o1 | -1.1 |
| Cc1onc(-c2c(Cl)cccc2Cl)c1C(=O)NCCN1CCOCC1 | -1.9 |
| Cc1nn(-c2cccc(C(F)(F)F)c2)c(=O)c2noc(C)c12 | 1.6 |
| COc1cccc(NC(=O)c2ccccc2-c2nc(-c3cccc(C)c3)no2)c1 | -0.4 |
| O=C(CCN=C1NS(=O)(=O)c2ccccc21)NCc1ccccc1F | 3.6 |
| CN(CC1CCCO1)S(=O)(=O)c1ccc(C(=O)NCc2ccccc2)cc1 (stereo not drawn) | 3.1 |
| Oc1cc2c(cc1CN1CCc3ccccc3C1)OCO2 | 0.9 |
| CCC[C@H]1[C@@H](NC(=S)Nc2ccccc2Cl)CC[C@@]23CCCN2C(=O)CCC[C@@H]13 | 0.8 |
| Cc1cc(C(=O)Nc2nnc(C3CCCCC3)s2)cs1 | -1.2 |
| Clc1ccc(-n2ncc3c(NCC4CCCO4)ncnc32)cc1 (stereo not drawn) | 0.0 |
| COc1ccc(Cc2noc(CN3CCCC(OCc4ccccn4)C3)n2)cc1OC (stereo not drawn) | 1.7 |
| O=C(Cc1cccc(C(F)(F)F)c1)NCC(=O)Nc1cc(Cl)ccc1Cl | 8.2 |
| Nc1nnc(-c2cn(-c3ccccc3)nc2-c2ccc(Cl)cc2)o1 | 1.9 |
| CCOC(=O)c1cc2sc(C)cc2n1CC(=O)N(CC)CC | 0.4 |
| CC(=O)N/C(=C\c1ccccc1Cl)C(=O)O | 1.5 |
| CC(C)(C)NC(=O)N1CCN(c2ncccc2C(F)(F)F)CC1 | -2.1 |
| CC(=O)NNC(=O)c1[nH]c2ccc(Cl)cc2c1-c1ccccc1 | 0.2 |
| CCOC(=O)N1CCN(C(=O)CSc2ncnc3ccccc23)CC1 | 1.9 |
| O=C(NCC(F)(F)F)[C@H]1O[C@@H](n2ccc(=O)[nH]c2=O)[C@H](O)[C@@H]1O | -1.5 |
| COc1ccc(-c2ccc(C)cc2)cc1[C@H]1[C@H]2C=CC[C@@H](C)[C@@H]2C(=O)N1Cc1ccccc1 | 2.0 |
| Cc1cc(C(=O)NNc2c(Cl)cccc2Cl)no1 | -1.2 |
| Clc1cccc(-c2ccc(CNCCCN3CCOCC3)o2)c1 | -1.6 |
| Cc1ccc(NC(=O)CC(=O)Nc2ccc(C)cc2)cc1 | 5.2 |
| Oc1ccc(Cl)cc1N=Nc1ccccc1 | -0.8 |
| COc1ccc(/C=C/C(=O)OC2CCCCC2CN(C)C)cc1 (stereo not drawn) | -2.1 |

Six entries picked at random from those above:
| Compound | TTR transcr act |
| --- | --- |
| Cc1nc2sc(C)c(C)c2c(=O)o1 | -1.1 |
| CC(C)(C)NC(=O)N1CCN(c2ncccc2C(F)(F)F)CC1 | -2.1 |
| O=C(CCN=C1NS(=O)(=O)c2ccccc21)NCc1ccccc1F | 3.6 |
| COc1ccc(Cc2noc(CN3CCCC(OCc4ccccn4)C3)n2)cc1OC (stereo not drawn) | 1.7 |
| Cc1nn(-c2cccc(C(F)(F)F)c2)c(=O)c2noc(C)c12 | 1.6 |
| O=C(Cc1cccc(C(F)(F)F)c1)NCC(=O)Nc1cc(Cl)ccc1Cl | 8.2 |

Next part:
| Compound | TTR transcr act |
| --- | --- |
| Cc1nc(N)sc1N=Nc1ccc(F)cc1 | 0.5 |
| CCCCNc1c([N+](=O)[O-])ncn1C | -0.4 |
| CN(C(=O)c1cccc(NC(=O)Cc2ccc(NC(=O)C3CCN(C(=O)CCc4ccccc4)CC3)cc2)c1)C1CC1 | 0.6 |
| O=S1(=O)c2c(NCc3ccco3)cccc2Oc2ccccc2CN1Cc1cn(Cc2ccc(Cl)cc2)nn1 | 1.5 |
| CCCCc1c(O)nc2sccn2c1=O | 0.2 |
| O=C(c1cccc([N+](=O)[O-])c1)N1CCCC(C(=O)N2CCc3ccccc3C2)C1 (stereo not drawn) | 0.5 |
| COc1ccc(C#Cc2cnc3c(c2)C(=O)N([C@@H](C)CO)C[C@@H](C)[C@@H](CN(C)CC2CCOCC2)O3)cc1 | 0.0 |
| C#CCN1C(=O)[C@]2(NCCc3c2[nH]c2ccc(OC)cc32)c2ccccc21 | 0.6 |
| CCN1CCN(c2nc(Nc3ccccc3)nc(N)c2[N+](=O)[O-])CC1 | -0.6 |
| COc1cccc(CNC(=O)[C@@H](C)N2C(=O)N3CCc4c([nH]c5ccc(OC)cc45)C3(C)C2=O)c1 (stereo partly drawn) | 3.6 |
| CCN(CC)CCN(C(=O)c1ccc2c(c1)CCCC2)c1nc2c(C)cccc2s1 | -0.7 |
| CC(c1ccccc1)n1cc(C(=O)NCC2CCCO2)nn1 (stereo not drawn) | -3.0 |
| Cc1cc(C)n(-c2ccc(C(=O)N3CCN(S(=O)(=O)c4ccc(Cl)cc4)CC3)cc2)n1 | -1.1 |
| O=[N+]([O-])c1ccc(Sc2ccc(F)cc2)nc1 | -0.8 |
| CC(C)CNC(=O)Nc1ccccc1F | -2.0 |
| C=CCNC(=S)N1CC2(C)CN(C(=S)NCC=C)CC(C)(C1)C2=O | 1.3 |
| Cc1[nH]n(-c2ccccc2)c(=O)c1N=Nc1ccccc1C(=O)O | -1.8 |
| Cc1ccccc1N1CCN(Cc2c[nH]c3ccccc23)CC1 | 0.7 |
| Cc1cc2nc(-c3ccc(Cl)cc3)c(CC3CCCCC3)n2c(C)c1Br | -0.4 |
| COc1ccc(NC(=O)C(c2ccc(C#N)cc2)n2c(=O)c(-c3ccco3)nc3ccccc32)cc1 (stereo not drawn) | -0.9 |
| Cc1ccc(-c2nc(C3CCCN(S(=O)(=O)c4ccc(C)cc4)C3)no2)cc1 (stereo not drawn) | 0.0 |
| O=C(O)C1(c2ccccc2)CCN(S(=O)(=O)c2ccc(Cl)s2)CC1 | 0.6 |
| CCC(C)(C(=O)NC1CCCC1)N(C(C)=O)c1ccc(C)cc1 (stereo not drawn) | -1.1 |
| CCOC(=O)C1=C(CS(=O)(=O)c2ccccc2)NC(=O)NC1c1ccccc1OCC (stereo not drawn) | 0.6 |
| Cc1ccc(CNC(=O)C(OC(=O)c2cccs2)C(C)C)cc1 (stereo not drawn) | 2.3 |
| Cc1ccc(NC(=O)CN2CCN(Cc3ccccc3)CC2)cc1Cl | -1.8 |
| O=C(CN1CCCC(O)C1)N1c2ccccc2Sc2ccc(C(F)(F)F)cc21 (stereo not drawn) | -3.4 |
| COC1=C(N)C(=O)c2nc(C)ccc2C1=O | -0.2 |
| CCCc1c(O)nc(SC2CC(=O)N(c3ccc(C)c(Cl)c3)C2=O)[nH]c1=O (stereo not drawn) | 12* |
| COc1ccc(C(C(=O)NC2CCCC2)N(C(=O)c2snc(C(N)=O)c2N)c2ccccc2OC)cc1OC (stereo not drawn) | -4.2 |
| CCOC(=O)N1CCN(C(=O)c2cc(COc3ccc(OC)cc3Cl)on2)CC1 | -1.4 |
| O=[N+]([O-])c1ccc2[nH]ncc2c1 | 2.3 |
| CCN(CC)CCCNC(=S)N1CCN(c2nc3ccccc3n2CC)CC1 | -1.6 |
| CC(C)CNc1oc(-c2ccccc2Cl)nc1C#N | 1.2 |
| COc1cc(OC)cc(-c2oc(=O)c3cc(OC)c(OC)cc3c2C(F)(F)F)c1 | 2.5 |
| C/C(=N\NC(=O)COc1ccccc1)c1ccc(O)cc1 | 4.1 |
| CCN1CCN(c2ccc(NC(=O)c3ccc([N+](=O)[O-])o3)cc2Cl)CC1 | -4.2 |
| O=S1(=O)N[C@@H](Cc2ccccc2)COc2cc(Br)ccc21 | 3.5 |
| CCc1cc2c(=O)c(-c3cnn(-c4ccccc4)c3)c(C)oc2cc1OCC(=O)Nc1cccc(C)c1 | -0.6 |
| O=C1c2ccccc2CCc2ccc(Br)cc21 | -3.4 |
| CC(=O)c1c(C)[nH]c(C(=O)NCCc2cccc(C)c2)c1C | -2.9 |
| CC(C)C[C@H](NC(=O)N1CCn2c1nc1ccccc12)C(=O)N[C@@H](Cc1ccccc1)C(=O)O | 1.5 |
| COc1cccc2c(=O)cc(C)n(CC(=O)Nc3ccc(Br)cc3)c12 | 5.6 |
| O=C(O)CCCCCN1C(=O)/C(=C/c2cn(-c3ccccc3)nc2-c2cccs2)SC1=S | 0.2 |
| Cc1nc2c(ncn2-c2ccccc2)c(=O)n1NC(=O)CN1CCN(C)CC1 | -1.8 |
| Cc1csc2ncc(C(=O)Nc3ccc4c(c3)OCCO4)c(=O)n12 | -0.3 |
| O=C(c1cnccn1)N1CCN(S(=O)(=O)c2ccc3ccccc3c2)CC1 | 4.0 |
| COc1ccccc1NS(=O)(=O)c1cccc(NC(=S)NCCN2CCOCC2)c1 | 0.4 |
| Cc1cc(C)cc(NC(=O)C(Sc2nnc(C)c(=O)[nH]2)c2ccccc2)c1 (stereo not drawn) | 2.5 |
| O=C(Nc1ccccc1F)c1cc(S(=O)(=O)N2CCCCC2)cs1 | 1.3 |

(list continues)
| Compound | TTR transcr act |
| --- | --- |
| O=C(COc1ccc2c3c(c(=O)oc2c1)CCC3)NCc1ccncc1 | 0.5 |
| CN(C)S(=O)(=O)NC(c1ccccc1)c1ccccc1 | -1.5 |
| COc1ccc(CNC(=O)CN(C(=O)CCC(=O)Nc2nccs2)c2ccc(C)cc2)cc1 | -0.6 |
| O=C(O)c1ccc(CN2C(=O)c3ccc(Oc4ccc([N+](=O)[O-])cc4)cc3C2=O)cc1 | 0.9 |
| Nc1nc(NCc2ccccc2)nc(NCc2ccccc2)c1[N+](=O)[O-] | 0.5 |
| O=C(CSCc1ccc(Cl)cc1)Nc1ccc(S(=O)(=O)N2CCOCC2)cc1 | -3.0 |
| O=C(CCC1CCCN(C(=O)Cc2ccc(F)cc2)C1)N1CCN(c2ccccn2)CC1 (stereo not drawn) | -2.7 |
| O=C(Nc1ccc(S(=O)(=O)N2CCCC2)cc1)C1CCCN1C(=O)c1cccs1 (stereo not drawn) | -2.1 |
| CCCCN1CN2CCc3ccccc3C2CS1(=O)=O (stereo not drawn) | 3.8 |
| O=C1c2ccccc2C(=O)C12OC2c1ccc(Cl)cc1Cl (stereo not drawn) | -3.0 |
| CCc1ccccc1NC(=S)N(CCN(C)C)C(C)c1ccco1 (stereo not drawn) | 0.2 |
| Cc1occc1C(=O)NC(C)C1CCCO1 (stereo not drawn) | 0.5 |
| Cc1cc(C(F)(F)F)nc(CCNC(=O)C2CCC(=O)N(Cc3cccc(F)c3)C2)n1 (stereo not drawn) | -0.2 |
| COc1ccccc1NC(=O)C(C)OC(=O)CSCC(=O)Nc1ccc(C)cc1C (stereo not drawn) | -2.1 |
| C[C@H]1[C@H](c2ccccc2)Oc2cccc(NCCc3ccccc3)c2S(=O)(=O)N1Cc1cccc(F)c1 | 0.5 |
| COc1ccccc1C1CC(=O)NC(SCC(=O)Nc2ccccc2)=C1C#N (stereo not drawn) | -2.0 |
| C[C@H](CO)N1C[C@H](C)[C@H](CN(C)C(=O)c2ccccn2)Oc2ncc(Br)cc2C1=O | 0.5 |
| CC1(C)CC(C(N)=S)CCO1 (stereo not drawn) | 0.0 |
| COc1cc(OC)c(OC)cc1CNc1cc(C)ccc1OC | 8.0 |
| CCOC(=O)C1=C(C)N=c2sc(=Cc3cc(Cl)c(OCC(=O)O)c(OC)c3)c(=O)n2C1c1ccccc1Cl (stereo not drawn) | -0.8 |
| O=C1NC(Cc2ccc(O)cc2)c2nc3cc(F)ccc3c(=O)n2-c2ncccc21 (stereo not drawn) | 2.1 |
| CCOC(=O)C1=CN(Cc2ccccc2)CCC1=O | -0.4 |
| O=[N+]([O-])c1cc(S(=O)(=O)NCCN2CCOCC2)ccc1Sc1nnnn1-c1ccccc1 | -5.9 |
| COc1ccccc1OCCNC(=O)c1cccc(S(=O)(=O)NCc2ccccc2)c1 | -0.7 |
| Cc1ccc(S(=O)(=O)N2CCN(C(=O)C3=COCCO3)CC2)cc1C | 4.0 |

An excerpt of these results, field by field.
SMILES: O=C1c2ccccc2CCc2ccc(Br)cc21
  TTR transcr act = -3.4

SMILES: CCN1CCN(c2nc(Nc3ccccc3)nc(N)c2[N+](=O)[O-])CC1
  TTR transcr act = -0.6

More results follow.
| Compound | TTR transcr act |
| --- | --- |
| Cc1nc2cc(NC(=O)N3c4ccccc4CC3C)ccc2o1 (stereo not drawn) | 1.9 |
| CC(C)(CO)CNC(=O)CCc1nnc(C2(c3ccc(Cl)cc3)CCC2)o1 | 0.8 |
| O=C(CSc1ccccc1)N1CCN(S(=O)(=O)c2cccs2)CC1 | 0.5 |
| O=C(C1=C(O)C(=O)N(c2ccccc2)C1c1ccc([N+](=O)[O-])cc1)c1cccs1 (stereo not drawn) | -3.8 |
| Cc1nc(Nc2c(Cl)cccc2Cl)sc1C(=O)Nc1ccccc1 | -2.3 |
| CC(C)N=C1SCC(C)(/C=N/O)S1 (stereo not drawn) | -1.5 |
| CC(C)Cn1cnc2c(=O)oc3ccccc3c21 | 6.2 |
| Cc1ccc(OCCSc2ncccn2)c(C)c1 | -2.8 |
| O=C(CSc1nnc(-c2ccc(S(=O)(=O)N3CCCC3)cc2)o1)NCc1ccccc1 | 3.4 |
| Cc1sc2nc(CN3CCOCC3)nc(N3CCOCC3)c2c1C | 8.2 |
| C[C@@H](NC(=O)[C@@H]1CCCN1C(=O)[C@@H]1CCCN1C(=O)c1cccc2ccccc12)c1ccccc1 | 2.6 |
| O=[N+]([O-])c1cc(C(F)(F)F)ccc1NCCc1ccccn1 | 2.6 |
| Cc1ccc(NC(=O)COC(=O)c2cc(C)nc3ccccc23)c([N+](=O)[O-])c1 | 3.3 |
| C=CCn1c(CCn2c3ccccc3c3ccccc32)n[nH]c1=S | -0.3 |
| COc1ccccc1NC(=O)Nc1cc(C(C)(C)C)nn1C | -1.4 |
| Fc1ccc(OCCOCCN2CCNCC2)cc1 | -0.4 |
| COC(=O)c1ccccc1-n1c(CCC(=O)O)ccc1-c1ccc(F)cc1 | -0.1 |
| COc1cccc(C(=O)N2c3ccccc3Sc3ccccc32)c1 | -1.9 |
| COc1ccc(Nc2nc(-c3ccc(OC)cc3)cs2)cc1 | -1.2 |
| O=C(NNc1nc2cc3c(cc2s1)OCO3)c1ccccc1 | -1.3 |
